Pf apPOL inh: Pf-apPOL inhibitors, biochemical, fluorescence. Plasmodium falciparum apicoplast DNA polymerase (apPOL). AID 1794808, 2022. actives 0.25% (n = 210,000). Recombinant Pf-apPOL, molecular beacon fluorescence, 1.5 h. inhibition, % at 10 µM
mHTT CaM bind: mutant huntingtin-calmodulin interaction inhibitors – biochemical, AlphaScreen, primary screen; inhibition, % at 15 µM; actives 3.6% (n = 190,000); AID 1671202, 2021; AlphaScreen His-mHTT/GST-CaM binding, luminescence; P42858;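 note: 0% = both proteins with DMSO and 100% = one protein alone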
* = called active by the depositor; x = not tested or not shown; & = joins results of further samples. Cut-off read from the data, not from the text of the source: active = inhibition above about 50%; inactive = the rest. Compounds were not picked by outcome; overall some 3.5% were active at least once.

SMILES | Pf apPOL inh | mHTT CaM bind
CNC(=O)c1c(NC(=O)c2ccc([N+](=O)[O-])o2)sc2c1CCC2 | 1 | 6
Cn1c(CSc2nc3ccccc3s2)nnc1SCC(=O)NCCN1CCOCC1 | -8 | 1
NS(=O)(=O)c1ccc(NC(=O)CSc2nc(O)c(Cc3ccccc3)c(=O)[nH]2)cc1 | -6 | 4
O=C1Nc2cc(C(=O)N3CCCCC3)ccc2SC1N1CCCCC1 (stereo not drawn) | 30 | 3
COc1ccc(C(=O)N2CCC(c3nc(C(=O)N4CCCC4)c(C)o3)CC2)cc1OC | -1 | 9
CCC(CC)C(=O)NC12CC3CC(CC(C3)C1)C2 | 4 | -1
CCN1CCN(C(=O)C2CCN(c3nccnc3Sc3ccc(C)cc3)CC2)CC1 | -4 | 8
C=CCn1c(-c2ccc(OC)c(OC)c2)csc1=Nc1ccccn1 | -3 | 34
CCc1cc2c(=O)c(-c3nc4ccccc4n3C)c(C(C)C)oc2cc1O | -5 | 2
Cc1cc(Nc2ccc(C(N)=O)cc2)nc(-n2nc(C)cc2C)n1 | 4 | 95*
CCN(CCN(C)C)C1CCCCCC1 | 8 | 0
COc1ccc([N+](=O)[O-])cc1NC(=O)c1cccnc1 | -38 | -4
c1cc(-c2nc(-c3ccncc3)c(-c3ccncc3)[nH]2)ccn1 | x | 0
CC(C)c1cc(C2CCCN2C(=O)Nc2ccccc2C(F)(F)F)on1 (stereo not drawn) | -7 | -11
c1csc(C2Nc3cccc4cccc(c34)N2)c1 | x | 50*
O=c1oc2c3ccccc3oc(=O)c2c2ccccc12 | x | 8
CCc1cc(C(=O)Nc2ccc(C)cc2C)nc2ccnn12 | -3 | -10
O=C(NCc1cc(F)ccc1F)c1cc2c(s1)CCN(C(=O)c1ccccc1)C2 | -1 | -1
Cc1c(CC(C)C)nc(N)c(C#N)c1-c1ccccc1 | -1 | -10
FC(F)(F)Oc1ccc(NCn2nnc3cc(Cl)ccc32)cc1 | 11 | x
COc1ccc(CN(C(=O)C(F)(F)F)C2CC(=O)N(c3ccccc3)C2=O)cc1 (stereo not drawn) | -13 | 1
COc1cc2c(=O)n(Cc3cccs3)c(=S)[nH]c2c(OC)c1OC | -3 | x
Cc1cc(N2C=C(C(=O)N3CCOCC3)S(=O)(=O)c3ccccc32)ccc1F | 3 | -1
Cc1ccc(CNC(=O)c2csc(-c3cn(C)c4ncccc34)n2)cc1C | 0 | 10
CC1=CCC2CC1NC(=O)CCOCCC(=O)NC2(C)C (stereo not drawn) | -4 | -7
O=C(c1ccc(F)cc1)N1CCC(c2nc(-c3ccccc3)n[nH]2)CC1 | 6 | 12
CC(C)CNC(=O)C1CN(C(=O)c2ccccc2F)CC1c1ccccc1 (stereo not drawn) | -2 | 3
CCCS(=O)(=O)c1ccc(NC(=O)Nc2ccc(Cl)cc2Cl)cc1 | -8 | x
CCOC(=O)c1ccc(NC(=O)NCc2ccccc2)cc1 | -2 | 0
COc1ccc(-c2cn3ccn(-c4ccc(C)c(C)c4)c(=O)c3n2)cc1OC | -1 | 10
O=C(NCCS(=O)(=O)NCc1ccco1)c1ccccc1 | -3 | -13
O=C(C=Cc1ccccc1)NCC1(O)CCCC1 | -6 | -3
COc1ccc(C2C(C#N)=C(N)OC3=C2C(=O)CC(c2ccccc2Cl)C3)cc1 (stereo not drawn) | 1 | 31
O=C(O)CC12CC3CC(CC(C3)C1)C2 | -2&-4 | -1
COc1ccccc1N1COc2ccc3c(c2C1)OC(=Cc1cc(OC)c(OC)c(OC)c1)C3=O | -2 | 15
COC(=O)c1ccc(Cl)cc1NC(=O)N1CCOc2ccccc21 | -2 | -3
O=C(Nc1nc2cc3c(cc2s1)OCO3)c1cnc2ccccc2n1 | 0 | -7
Cc1ccc(CS(=O)(=O)N2CCC(n3c(-c4ccco4)nc4cccnc43)C2)cc1C (stereo not drawn) | -6 | 17
C=CCc1cccc2cc(C(=O)NCCC3=CCCCC3)c(=O)oc12 | 0&1 | -3&4
O=C(c1ccco1)N1CCN(Cc2nc(-c3ccc(Cl)cc3)cs2)CC1 | -43 | 16
CN(C)c1ccc(N2C=C(C#N)S(=O)(=O)c3ccc(F)cc32)cc1 | 1 | -8
Cc1ccc(C2CCCN2C(=O)CCc2ccccc2)cc1 (stereo not drawn) | 1 | 27
CCCCOc1ccc(C2=N/C(=C\c3ccc([N+](=O)[O-])cc3)C(=O)O2)cc1 | -10 | 6
Cc1cc(NC(=O)Cn2cnc3c(cnn3-c3ccc(F)cc3)c2=O)no1 | -4 | -2
COc1ccc(C=C2SC(=S)NC2=O)cc1 | -8 | x
COc1cc(-c2nc3n(n2)C(c2ccc(F)cc2)C2=C(CCCC2=O)N3)cc(OC)c1OC (stereo not drawn) | 0 | 41
CCc1cc(C2CCCN2C(=O)Nc2cc(C)ccc2OC)on1 (stereo not drawn) | 1 | -4
CCCCNC(=O)c1ccc2c(c1)nc(C)n2-c1cc(C)ccc1OC | -7 | 11
Cc1cc(C)n(CC(O)COc2ccccc2[N+](=O)[O-])n1 (stereo not drawn) | -6 | -3
O=C(NCCc1ccccc1)C1CCN(Cc2ccccc2Cl)CC1 | 5 | -2
Cc1cc(C)cc(Cn2cc(CN3CC(N4CCCC4)CS3(=O)=O)nn2)c1 (stereo not drawn) | -7 | -12
Nc1cc(=O)[nH]c(SCC(=O)Nc2ccc(Br)cc2)n1 | 0 | 1
Cc1ccc(/C=C2\N=C(c3ccccc3)OC2=O)o1 | -1 | 6
O=S(=O)(Cc1nc(-c2cccc(Cl)c2)no1)c1ccccc1 | -1 | -27
Nc1c(C(=O)c2ccc(Cl)cc2)oc2nc(-c3ccco3)cc(-c3cccs3)c12 | 0 | x
Cc1nn(C2CCS(=O)(=O)C2)c(C)c1N1CCN(CC(=O)Nc2ccccc2F)CC1 (stereo not drawn) | -8 | -4
C=CCNC(SCc1ccncc1)=C(C#N)C#N | x | 1
COC(=O)c1scc2c(=O)cc(C(F)(F)F)[nH]c12 | -5 | x
O=C(NCCC1=CCCCC1)c1cncc(Br)c1 | 1 | -4
CCc1ccccc1NC(=O)c1ccc(-c2ccccc2[N+](=O)[O-])o1 | -7 | 23

Remaining list, next part:
SMILES | Pf apPOL inh | mHTT CaM bind
O=C(Nc1ccc(F)c(F)c1)c1cc(S(=O)(=O)N2CCC3(CC2)OCCO3)ccc1F | -1 | 15
CCCN=C(CC)C1=C(O)CC(C)(C)CC1=O | 13 | -7
CCNC(=O)Nc1ccc(N2CCCN(Cc3cccc(C)c3)C2=O)cc1 | -3 | 5
CCc1ncn2ccnc(NCc3cccs3)c12 | -4 | 25
Nc1ccc2oc(-c3ccc(I)cc3)nc2c1 | -76 | -6
CC(=O)Nc1ccc(N2C(=O)CSC2c2ccccc2C(F)(F)F)cc1 (stereo not drawn) | 0 | 14
O=C1N=C2N(CCN3CCCCC3)c3ccccc3N2/C1=C/c1ccc([N+](=O)[O-])cc1 | -3 | 3
COc1ccc(CCNC(=O)Cc2ccc([N+](=O)[O-])cc2)cc1OC | -5 | x
CC(=O)c1ccc(N2CCN(Cc3ccc(Br)s3)CC2)cc1 | -5 | 5
COc1ccccc1-c1coc2cc(O)ccc2c1=O | 4 | 3
Cc1c(CNC(=O)c2c([N+](=O)[O-])cnn2C)cnn1C | -3&-11 | 0&-6
Cc1ccc(NC(=O)c2nc3ccccc3[nH]c2=O)cc1 | -1 | -4
CC(=O)N1N=C(c2c(-c3ccccc3)c3cc(Br)ccc3[nH]c2=O)CC1c1ccco1 (stereo not drawn) | 0 | 95*
CC(=O)Nc1ccc(S(=O)(=O)N2CCC(c3nc4cccnc4n3C)C2)cc1 (stereo not drawn) | -6 | -1
COc1ccccc1CN[C@H]1CCC12CCCCC2 | -3 | -4
OC(COc1c(F)cc(Br)cc1F)CN1CCOCC1 (stereo not drawn) | 0 | 1
Cn1cc(CN2CCC(C(=O)NCCc3ccco3)CC2)c2cc(Cl)ccc21 | -1 | 37
COc1ccc([N+](=O)[O-])cc1C1=N/C(=C/c2ccc([N+](=O)[O-])cc2)C(=O)O1 | 2 | 0
Cc1cc(C(=O)NC(C(=O)NC2CC2)c2ccccc2)no1 (stereo not drawn) | -4 | 2
O=C(CCc1cc2ccccc2[nH]c1=O)N1CCCCC1 | -3 | -7
Cc1cc(-c2nc(-c3ccccn3)no2)ccc1[N+](=O)[O-] | -11 | 4
Cc1ccc(NC(=O)Cn2ccc3sccc3c2=O)cc1F | 3 | -2
COc1ccc(OC(C)C(=O)Nc2ccc(C)cc2C)cc1 (stereo not drawn) | -2 | -10
CCC(=O)N1CCc2ccc(C(=O)NC3CC3)cc21 | 0 | -6
Cn1c(C2CCC(CNC(=O)CSc3ncccn3)CC2)nc2ccccc21 (stereo not drawn) | -11 | -14
Cc1ccc(-c2nn3nnnc3c3ccccc23)cc1 | -2 | -3
O=C(Cc1ccccc1)NCCSC1CCCCC1 | 2 | -7
COc1ccc(N2COc3ccc4c(c3C2)OC(=Cc2cc(OC)c(OC)c(OC)c2)C4=O)cc1 | -5 | 32
Cn1c(=O)c(C(=O)NCc2ccc3c(c2)OCO3)c(O)c2ccccc21 | 3 | 2
Cc1ccc(S(=O)(=O)N2CCCC(C)(C(=O)NCc3ccc(F)cc3)C2)c(C)c1 (stereo not drawn) | -13 | 29
CCCNC(=O)C1(O)c2cc(Br)ccc2NC(=O)N1c1ccc(Cl)cc1 (stereo not drawn) | -5 | -3
CC1(C(=O)NCc2cccc(F)c2)CCCN(S(C)(=O)=O)C1 (stereo not drawn) | 3 | 3
Cc1cccc(-c2noc(-c3cccnc3N3CCC(C(=O)NC4CCCC4)CC3)n2)c1 | -5 | -7
COc1ccc(N2C(=O)C3C4CC(C(Br)C4Br)C3C2=O)cc1 (stereo not drawn) | -5 | -2
Cc1ccc(C)c(S(=O)(=O)N2CC(c3nc(Cc4ccccc4)no3)C2)c1 | -7 | -74
COc1ccc(NC(=O)C2CCCN(c3cn[nH]c(=O)c3)C2)cc1 (stereo not drawn) | -2 | 1
CC(C)(C)OC(=O)NCCCN=Cc1ccc(C(F)(F)F)cc1 | -11 | x
Cc1noc(C2CCCCN2Cc2nc3ccccc3[nH]2)n1 (stereo not drawn) | -7 | -1
CC(=O)Nc1ccc(CN2CCCCCC2)cc1 | -7 | -2
CC(C)CC(=O)Nc1nnc(C2CC(=O)N(c3ccc(S(C)(=O)=O)cc3)C2)o1 (stereo not drawn) | 3 | 10
Cc1cc(C)c2c(N3CCCCC3)nc(C(=O)N3CCC(C)CC3)nc2n1 | -2 | -5
CC(C)CC1C(=O)N(Cc2cn(CC3CCCCC3)nn2)CCS(=O)(=O)N1Cc1ccc(-c2ccncc2)cc1 (stereo not drawn) | -2 | 65*
Fc1ccc(Oc2ccc(-c3noc(-c4ccccn4)n3)cc2)cc1 | 1 | 1
CC(C)Oc1ccc(C(=O)Nc2c3c(nn2-c2ccc([N+](=O)[O-])cc2)CS(=O)(=O)C3)cc1 | 0 | 6
CC(C)(C)C(=O)N1CC(c2nc(-c3ccc(F)cc3)no2)C2(CCOCC2)C1 (stereo not drawn) | -7 | 0
CCOc1cc(/C=C2\SC(=N)N(c3ccc(F)cc3)C2=O)cc(Cl)c1O | -7 | 10
Cc1ccccc1CS(=O)(=O)Cc1ccc(C(=O)O)o1 | -5 | 0
O=C(c1ccc(S(=O)(=O)c2ccccc2)nc1)N1CCN(c2cccc(Cl)c2)CC1 | -5 | 2
COc1ccc(N2C(=O)C3CCCN3C2c2cccc(C)c2)cc1 (stereo not drawn) | -1 | -4
O=C(CC1CCCC1)NC1CCCN(c2cc(N3CCCC3)ncn2)C1 (stereo not drawn) | -6 | 2
CC(C)Oc1ccc(CNC(=O)c2ccc3c(c2)nc2n3CCCCC2)cc1 | -9 | 13
NS(=O)(=O)c1cccc(S(=O)(=O)c2cccc(S(N)(=O)=O)c2)c1 | 0 | 1
COc1cccc(CNC2CCN(c3ccc(C(=O)Nc4ccccc4)cn3)C2)c1OC (stereo not drawn) | -3 | 7
Oc1c(C=NCc2ccccc2Cl)[nH]c2ccc(Br)c(Cl)c12 | -4 | 72*
CC(C)c1ccc(C2SCC(=O)N2CCCN(C)C)cc1 (stereo not drawn) | 2 | 1
CCS(=O)(=O)c1ccc(CC(=O)Nc2ccc3nc(SC)sc3c2)cc1 | -8 | 15
CCN(CC)c1ccc(/C=C2\C(C)=C(C#N)c3nc(N)c(C#N)c(C)c32)cc1 | -2 | 46

Taken from the entries so far for reference:
SMILES | Pf apPOL inh | mHTT CaM bind
Fc1ccc(Oc2ccc(-c3noc(-c4ccccn4)n3)cc2)cc1 | 1 | 1
CC(C)Oc1ccc(C(=O)Nc2c3c(nn2-c2ccc([N+](=O)[O-])cc2)CS(=O)(=O)C3)cc1 | 0 | 6
CC(C)(C)C(=O)N1CC(c2nc(-c3ccc(F)cc3)no2)C2(CCOCC2)C1 (stereo not drawn) | -7 | 0
CCOc1cc(/C=C2\SC(=N)N(c3ccc(F)cc3)C2=O)cc(Cl)c1O | -7 | 10
Cc1ccccc1CS(=O)(=O)Cc1ccc(C(=O)O)o1 | -5 | 0
O=C(c1ccc(S(=O)(=O)c2ccccc2)nc1)N1CCN(c2cccc(Cl)c2)CC1 | -5 | 2
COc1ccc(N2C(=O)C3CCCN3C2c2cccc(C)c2)cc1 (stereo not drawn) | -1 | -4
O=C(CC1CCCC1)NC1CCCN(c2cc(N3CCCC3)ncn2)C1 (stereo not drawn) | -6 | 2
CC(C)Oc1ccc(CNC(=O)c2ccc3c(c2)nc2n3CCCCC2)cc1 | -9 | 13
NS(=O)(=O)c1cccc(S(=O)(=O)c2cccc(S(N)(=O)=O)c2)c1 | 0 | 1
COc1cccc(CNC2CCN(c3ccc(C(=O)Nc4ccccc4)cn3)C2)c1OC (stereo not drawn) | -3 | 7
Oc1c(C=NCc2ccccc2Cl)[nH]c2ccc(Br)c(Cl)c12 | -4 | 72*
CC(C)c1ccc(C2SCC(=O)N2CCCN(C)C)cc1 (stereo not drawn) | 2 | 1
CCS(=O)(=O)c1ccc(CC(=O)Nc2ccc3nc(SC)sc3c2)cc1 | -8 | 15
CCN(CC)c1ccc(/C=C2\C(C)=C(C#N)c3nc(N)c(C#N)c(C)c32)cc1 | -2 | 46

From PubChem BioAssay
